# Source: PubChem BioAssay
# CHRM4 antagonist: human M4 muscarinic receptor antagonists, primary screen, CHO cells, Fluo-8 calcium fluorescence | CHO-hM4 cells, ACh EC80 | Muscarinic acetylcholine receptor M4 (Homo sapiens), P08173 | actives 0.73% (n = 360,000) | AID 624125, 2012 | inhibition, % at 3 µM;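 active = inhibition above its plate's cutoff, the mean inhibition of sample wells plus 3 SD, cut at about 27% in these data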;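 also: 0% = acetylcholine EC80 with DMSO and 100% = DMSO without agonist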
# M5 ag: human M5 muscarinic receptor agonists, primary screen, CHO-K1 cells, Fluo-8 calcium fluorescence | CHO-K1 hM5 cells; 0% DMSO wells, 100% maximal acetylcholine response | AID 624037, 2012 | actives 0.19% (n = 360,000) | Muscarinic acetylcholine receptor M5 (Homo sapiens), P08912 | activation, % at 3 µM;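 active = activation above the run's mean over test compounds plus 3 SD, cut at about 23% in these data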;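 also: signal is peak over basal fluorescence ratio across the kinetic read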
# Target sequence (P08912 whole entry, looked up): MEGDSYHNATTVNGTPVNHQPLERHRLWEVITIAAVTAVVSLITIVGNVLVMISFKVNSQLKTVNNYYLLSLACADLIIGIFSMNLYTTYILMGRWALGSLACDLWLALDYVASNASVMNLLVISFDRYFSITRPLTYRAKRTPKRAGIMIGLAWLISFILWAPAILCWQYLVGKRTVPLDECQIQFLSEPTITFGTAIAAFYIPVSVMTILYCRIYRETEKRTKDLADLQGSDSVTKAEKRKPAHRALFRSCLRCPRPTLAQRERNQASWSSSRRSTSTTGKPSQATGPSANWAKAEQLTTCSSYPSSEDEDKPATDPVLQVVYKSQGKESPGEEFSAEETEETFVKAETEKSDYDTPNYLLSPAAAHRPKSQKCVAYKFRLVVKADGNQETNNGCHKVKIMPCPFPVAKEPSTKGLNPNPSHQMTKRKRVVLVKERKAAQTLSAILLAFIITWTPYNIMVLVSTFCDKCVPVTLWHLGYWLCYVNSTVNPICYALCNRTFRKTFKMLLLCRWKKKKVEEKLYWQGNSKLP
# M4 PAM: human M4 muscarinic receptor positive allosteric modulators, primary screen, CHO-K1 cells, Fluo-8 calcium fluorescence; actives 0.4% (n = 360,000); Muscarinic acetylcholine receptor M4 (Homo sapiens), P08173; activation, % at 3 µM; CHO-K1 hM4/Gqi5, ACh EC20; 0% = ACh EC20, 100% = maximal ACh;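 active = activation above its plate's cutoff, the mean activation of sample wells plus 3 SD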; also: some results filed as inactive read as strong as hits
# M1 antag: human M1 muscarinic receptor antagonists, primary screen, CHO-K1 cells, Fluo-8 calcium fluorescence, 1536-well. Muscarinic acetylcholine receptor M1 (Homo sapiens), P11229. CHO-K1 hM1, ACh EC80 antagonist. inhibition, % at 3 µM. actives 1.3% (n = 360,000);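 active = percent inhibition above its own plate's cutoff, namely the mean of that plate's compound wells plus 3 SD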;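 also: peak over basal fluorescence ratio during 140 s after agonist addition; 0% = ACh EC80 plus DMSO and 100% = DMSO alone without agonist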
# Target sequence (P11229 whole entry, looked up): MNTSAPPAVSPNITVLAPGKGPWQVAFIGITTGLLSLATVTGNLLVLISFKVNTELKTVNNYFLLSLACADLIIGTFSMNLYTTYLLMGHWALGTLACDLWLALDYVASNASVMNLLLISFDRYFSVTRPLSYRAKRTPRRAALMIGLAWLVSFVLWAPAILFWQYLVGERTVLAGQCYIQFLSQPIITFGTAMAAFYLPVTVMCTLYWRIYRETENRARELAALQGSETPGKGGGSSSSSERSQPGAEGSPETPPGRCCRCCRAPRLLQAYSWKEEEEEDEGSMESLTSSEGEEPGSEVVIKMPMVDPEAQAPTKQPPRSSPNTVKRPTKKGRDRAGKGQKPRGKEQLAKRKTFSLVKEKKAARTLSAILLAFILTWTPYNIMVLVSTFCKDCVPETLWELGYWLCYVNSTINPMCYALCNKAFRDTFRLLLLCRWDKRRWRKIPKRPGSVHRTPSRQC
# CHRM1 PAM: human M1 muscarinic receptor positive allosteric modulators, primary screen, CHO-K1 cells, Fluo-8 calcium fluorescence, 1536-well; Muscarinic acetylcholine receptor M1 (Homo sapiens), P11229; CHO-K1 hM1, ACh EC20; 0% = ACh EC20, 100% = maximal ACh; activation, % at 3 µM; actives 0.088% (n = 360,000); in the data active = activation above about 19%, passing the limit was not always enough
# M4 ag: human M4 muscarinic receptor agonists, primary screen, CHO-K1 cells, Fluo-8 calcium fluorescence. AID 624127, 2012. CHO-K1 hM4/Gqi5; vehicle 0%, full acetylcholine response 100%. actives 0.14% (n = 360,000). activation, % at 3 µM;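 active = activation above the run mean over all test wells plus 3 SD, cut at about 32% in these data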;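 also: peak over basal fluorescence ratio per well then scaled between controls; 0% = DMSO wells and 100% = acetylcholine at EC100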
# M5 antag: human M5 muscarinic receptor antagonists, primary screen, CHO cells, Fluo-8 calcium fluorescence | Muscarinic acetylcholine receptor M5 (Homo sapiens), P08912 | inhibition, % at 3 µM | CHO-hM5 cells, ACh EC80 | actives 0.59% (n = 360,000);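 active = inhibition above a per-plate cutoff, the mean of that plate's test compounds plus 3 SD, cut at about 27% in these data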;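 also: 0% = acetylcholine EC80 with DMSO and 100% = DMSO without agonist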
# CHRM5 PAM: human M5 muscarinic receptor positive allosteric modulators, primary screen, CHO-K1 cells, Fluo-8 calcium fluorescence. Muscarinic acetylcholine receptor M5 (Homo sapiens), P08912. CHO-K1 hM5, ACh EC20 PAM; 0% = ACh EC20, 100% = ACh EC100. activation, % at 3 µM. actives 0.3% (n = 360,000). AID 624038, 2012;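 active = activation above the run cutoff, the mean activation of all test compounds plus 3 SD, cut at about 18% in these data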
#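 System – CHO-K1 hM5 cells · Compound – 3 µM, single dose · Incubation – compound preincubation 140 s before EC20 acetylcholine addition · Technique – Fluo-8 calcium fluorescence · Measure – Max/basal fluorescence ratio as % of EC20–EC100 ACh window · Benchmarks – low control EC20 acetylcholine (0%), high control EC100 acetylcholine (100%) · Replication – singlicate, one well per test compound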
# CRFBP-R2 agonist: agonists of CRF-BP/CRF-R2 complex, primary screen, cell-based, HEK293, calcium dye fluorescence, uHTS | actives 0.46% (n = 350,000) | activation, % at 13.2 µM | calcium dye fluorescence (FLIPR); percent of saturating CRF peptide response | CRF-binding protein / CRF receptor 2 complex (human);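 active = activation of at least 50%, plus an integration ratio under a set limit after plate pattern correction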;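 also: plate controls were neutral control wells without compound for no effect and CRF at EC100 for full effect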
# An asterisk follows results filed as active; · = no result given.
SMILES,CHRM4 antagonist,M5 ag,M4 PAM,M1 antag,CHRM1 PAM,M4 ag,M5 antag,CHRM5 PAM,CRFBP-R2 agonist
O=[N+]([O-])c1cc(-c2ncccn2)cs1,-3,-2,5,-12,15,0,0,2,1.1
CC(/C=N/n1c(-c2ccccn2)n[nH]c1=S)=C\c1ccccc1,3,0,-1,2,2,1,15,-6,-0.6
O=C(Nc1cccc(Br)c1)c1cc(S(=O)(=O)N2CCOCC2)cs1,4,0,-2,6,-1,1,-4,6,-0.1
CCOc1ccc(C(C)(N)C(=O)O)cc1 (stereo unspecified),-8,-3,3,-12,7,1,0,10,1.4
O=C(COC(=O)c1cc(=O)c2ccccc2o1)Nc1ccccc1F,-1,1,8,-1,8,1,15,2,-0.3
Cc1cc(C)c(C)c(S(=O)(=O)N2CCC(C(=O)N(C)Cc3nc4ccccc4c(=O)[nH]3)CC2)c1C,2,6,4,-1,10,19,1,-24,-3.0
Cc1c(C#N)c(O)n(CCO)c(=O)c1N=Nc1ccc(S(N)(=O)=O)cc1,-2,0,-2,-5,7,0,7,4,-1.3
COc1ccc(OC)c(C2C(C#N)=C(N)Oc3c2c(C)nn3-c2ccc(C)cc2)c1 (stereo unspecified),9,1,0,-16,-4,0,-5,-3,1.6
O=C(CNS(=O)(=O)c1ccc(Br)cc1)N1CCN(c2ccc(F)cc2)CC1,-4,3,1,-14,-4,6,0,-2,-0.3
COc1ccccc1-c1nc(SCc2ccccn2)n[nH]1,5,1,4,-8,7,0,4,-1,-0.3
CC(C)N(C)Cc1cn(C)nc1-c1ccc(Oc2ccccc2)cc1,-8,-4,3,-9,4,2,-7,13,-0.5
CC(=O)Nc1ccc(S(=O)(=O)Nc2nc3ccccc3nc2Nc2ccc(O)cc2)cc1,8,1,-6,-8,4,1,0,1,0.5

# In another format: results already given.
mol | CHRM4 antagonist | M5 ag | M4 PAM | M1 antag | CHRM1 PAM | M4 ag | M5 antag | CHRM5 PAM | CRFBP-R2 agonist
CC(/C=N/n1c(-c2ccccn2)n[nH]c1=S)=C\c1ccccc1 | 3 | 0 | -1 | 2 | 2 | 1 | 15 | -6 | -0.6
O=C(Nc1cccc(Br)c1)c1cc(S(=O)(=O)N2CCOCC2)cs1 | 4 | 0 | -2 | 6 | -1 | 1 | -4 | 6 | -0.1

# Copied from the list.
# CHRM1 PAM with `CCOc1ccc(C(C)(N)C(=O)O)cc1` (stereo unspecified) : 7
# M4 PAM with `CC(=O)Nc1ccc(S(=O)(=O)Nc2nc3ccccc3nc2Nc2ccc(O)cc2)cc1` : -6

# Additional results:
SMILES,CHRM4 antagonist,M5 ag,M4 PAM,M1 antag,CHRM1 PAM,M4 ag,M5 antag,CHRM5 PAM,CRFBP-R2 agonist
CC(CNCC1CCCO1)COc1ccccc1 (stereo unspecified),7,-4,-3,-10,-1,0,2,-3,-0.3
O=C(NC1(C(F)(F)F)Oc2ccccc2O1)N1CCCC1,3,0,3,-14,8,1,1,2,1.5
Cc1nc(SCC(=O)NC(=O)NC(C)C)nc(C)c1C,-4,1,4,8,4,3,-6,11,-0.6
Cn1c(O)c(C2=c3ccccc3=NC2=O)[nH]c1=S,4,-2,1,2,-2,0,-1,5,-1.0
CC(OC(=O)c1ccc(S(=O)(=O)NCc2ccco2)cc1)C(=O)Nc1ncc(Cl)cc1Cl (stereo unspecified),-1,0,-4,-10,5,3,-1,-1,2.5
CCCCCn1c(=O)[nH]c2cc(C(=O)O)ccc2c1=O,0,3,12,-9,10,0,-6,1,3.5
C[C@@H]1CCCCO[C@@H](CN(C)C(=O)c2ccncc2)[C@@H](C)CN([C@H](C)CO)C(=O)c2cc(NC(=O)Cc3ccccc3)ccc2O1,-2,1,-5,-1,-3,1,8,-4,-0.6
COC(C[C@@H](O)[C@@H](C)[C@@H](O)COCc1ccccc1)OC,-10,1,10,7,-2,1,3,-2,0.1
O=C(CC1C(=O)NCCN1Cc1cccc(Oc2ccccc2)c1)NCC1CCOCC1 (stereo unspecified),-12,0,-5,1,-4,12,9,-9,7.1
CC(NC(=O)c1ccco1)c1nc(-c2ccccc2)no1 (stereo unspecified),9,-3,-5,6,2,-1,21,-7,-2.5
c1ccc(N2CCN(CC3CCCCC3)CC2)cc1,-12,-20,-4,-10,2,0,-5,-14,0.8
c1cc2c(cc1C1CCCCC1)c1c3n2CCN=C3CCC1,-7,4,1,-9,3,2,-4,-1,0.1

# Rewritten with values ahead of the structure: three of the compounds above.
CHRM4 antagonist	M5 ag	M4 PAM	M1 antag	CHRM1 PAM	M4 ag	M5 antag	CHRM5 PAM	CRFBP-R2 agonist	smiles
3	0	-1	2	2	1	15	-6	-0.6	CC(/C=N/n1c(-c2ccccn2)n[nH]c1=S)=C\c1ccccc1
4	0	-2	6	-1	1	-4	6	-0.1	O=C(Nc1cccc(Br)c1)c1cc(S(=O)(=O)N2CCOCC2)cs1
-8	-3	3	-12	7	1	0	10	1.4	CCOc1ccc(C(C)(N)C(=O)O)cc1 (stereo unspecified)

# Later entries.
SMILES,CHRM4 antagonist,M5 ag,M4 PAM,M1 antag,CHRM1 PAM,M4 ag,M5 antag,CHRM5 PAM,CRFBP-R2 agonist
O=C(NCc1ccccc1Cl)[C@H]1CCCN1C(=O)[C@H]1CCCN1C(=O)c1ccc(Cl)cc1,2,3,11,·,·,1,-1,-2,·
O=C(O)c1cc(Cl)ccc1-c1ccc(/C=C/c2cc(C(F)(F)F)[nH]c(=O)n2)o1,12,42*,-5,15,-15,39*,0,-3,205*
CCn1c(SCC(=O)N(C)c2c(N)n(Cc3ccccc3)c(=O)[nH]c2=O)nc2ccccc21,-3,-2,-1,-35,7,2,5,0,0.9
Cc1ccc(NC(=O)CSc2nnc(-c3ccc(S(=O)(=O)N4CCCC4)cc3)o2)cc1C,-7,0,5,-12,5,1,8,-3,5.0
COc1ccc(-c2nc(C(F)(F)F)c(OC)o2)cc1OC,3,-5,2,3,0,0,0,0,1.1
O=C(OCn1ncc(Cl)c(Cl)c1=O)c1ccc(C(F)(F)F)cc1,7,-4,-5,3,4,0,3,-3,0.6
O=C(NCCCC(=O)N1CCCCC1)c1ccc(Cl)cc1,-14,0,5,-11,10,1,-9,11,-0.2
CCOC(=O)c1c(-c2cccs2)csc1NC(C)=O,16,-4,-3,-3,-2,0,-1,-1,-2.3
COc1ccc(N(CC(=O)N/N=C/c2cccnc2)S(=O)(=O)c2ccccc2)c(OC)c1,-8,0,-5,0,-3,7,6,-8,-1.2
COc1cccc(NC(=O)CN(C)CC(=O)Nc2ccc(C)c(S(=O)(=O)N3CCOCC3)c2)c1,-10,-1,5,-5,5,7,14,-1,5.2
O=C(CSc1nc2ccccc2n1S(=O)(=O)c1cccc([N+](=O)[O-])c1)NCc1cccs1,2,-2,2,-6,10,2,8,-1,-1.7
O=C(c1ccc(-c2ccc([N+](=O)[O-])cc2)o1)N1CCN(S(=O)(=O)c2cccs2)CC1,6,4,-4,-1,2,10,9,0,1.4
COc1ccc(C2(C)NC(=O)N(CC(=O)NCc3ccccc3F)C2=O)cc1 (stereo unspecified),-9,-2,4,5,3,2,-3,-1,4.2
Cc1csc(CNc2ncnc3ccc(-c4ccoc4)cc23)c1,-3,0,7,2,3,4,13,-3,-1.8
CCOc1ccc(/C=N/NC(=O)c2csc(C)c2C)c(OCC)c1,6,0,2,-1,0,1,6,-7,3.1
COc1cccc(NC(=O)Nn2cnnc2)c1,-13,-3,5,6,-2,0,2,-2,4.5
COCCCNC(=O)c1ccc2c(c1)nc(C)n2-c1cccc(C)c1,-9,-1,1,-6,5,0,0,-4,-1.2
CCCCn1c(N)c(N(Cc2ccccc2OC)C(=O)c2c(CC)noc2C)c(=O)[nH]c1=O,-2,-1,2,-17,10,1,-12,3,0.3
CCCCCN=C(N)N/N=C/c1c[nH]c2ccc(OC)cc12,0,1,-6,-20,3,0,3,-3,0.4
COc1cccc(-c2csc(N3CCN(C(=S)NCC(C)C)CC3)n2)c1,-8,2,-14,-18,6,9,3,-3,-1.1
COc1ccc(NC(=O)CN(C)C(=O)c2oc3ccccc3c2C)cc1,-4,1,-5,-13,8,2,3,5,-0.5
S=C1NC2(CCCCC2)N=C1c1ccccc1,-2,-3,12,-6,3,-1,4,1,5.6
CSc1cccc(NS(=O)(=O)c2ccc(F)cc2)c1,6,-1,0,-5,3,2,3,-7,0.0
O=C(Nc1ccccc1C(=O)N/N=C/c1ccco1)c1ccccc1,-1,1,1,0,3,2,-5,-3,0.5
COc1ccc(-c2cc3nc(-c4ccccc4)cc(N4CCN(C(C)=O)CC4)n3n2)cc1,6,0,-8,19,-12,17,11,-8,0.5
Cc1noc(NS(=O)(=O)c2ccc(NC(=O)C34CCC(CC3)C4)cc2)c1C,2,0,-4,2,-1,0,0,0,-1.1
CNC(=O)c1cc(C(=O)c2ccc(C(F)(F)F)cc2F)c[nH]1,5,0,5,0,1,2,9,-4,-2.6
Cc1ccc(-c2cn(-c3ccccc3)c(=S)[nH]2)cc1C,4,3,-4,-11,7,0,6,0,1.3
CCCS(=O)(=O)n1nc(-c2ccc(Br)cc2)cc1N,1,-3,-3,-23,13,0,-1,-4,-1.7
Cc1ccc(CNC(=O)c2ccc(N3CCCC3=O)cc2)cc1,13,-1,2,0,-3,1,3,-6,-2.1
Fc1cccc(C2NC(=S)NC3=C2N2CCC3CC2)c1 (stereo unspecified),2,0,-1,-6,6,1,0,6,-0.5
CN(Cc1ccccc1)S(=O)(=O)c1ccc(OCC(=O)NCc2ccncc2)cc1,-15,0,-2,-12,9,6,6,-3,1.7
CCC(=O)N1CCc2cc(S(=O)(=O)NCCC(=O)N3CCc4ccccc4C3)ccc21,20,4,-9,5,2,10,6,-11,0.2

# Reformatted with two lines to a compound: part of the list above.
# Values run as follows: CHRM4 antagonist, M5 ag, M4 PAM, M1 antag, CHRM1 PAM, M4 ag, M5 antag, CHRM5 PAM, CRFBP-R2 agonist
COc1ccc(-c2cc3nc(-c4ccccc4)cc(N4CCN(C(C)=O)CC4)n3n2)cc1
 : 6, 0, -8, 19, -12, 17, 11, -8, 0.5
Cc1noc(NS(=O)(=O)c2ccc(NC(=O)C34CCC(CC3)C4)cc2)c1C
 : 2, 0, -4, 2, -1, 0, 0, 0, -1.1
